PhoP GFP inhibition: Inhibition of PhoP regulon, Salmonella typhi GFP reporter cells, confirmation, 4 h (AID 1850). 310,000 tested, 0.33% active. one-dose inhibition, % at 50 µM; IC50 in µM for titrated hits. Salmonella Typhi PhoP-promoter GFP reporter, fluorescence, 4 h; higher % means a stronger effect; in the data active = a potency from the dose series; inconclusive = inhibition mostly from about 25% at the one dose, without a potency; inactive = the rest, 99 in 100 with inhibition below about 19%;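 note: 0% = induced wells with vehicle and 100% = uninduced wells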
tuberculosis growth: growth inhibition of non-replicating M. tuberculosis (AID 488890). inhibition, % at 25 µM, or IC50 in µM where a hit was titrated. 320,000 tested, 0.39% active. Mycobacterium tuberculosis non-replicating, growth inhibition; higher % means a stronger effect; in the data active = a potency from the dose series; inconclusive = inhibition mostly from about 82% at the one dose, without a potency; inactive = the rest, 99 in 100 with inhibition below about 76%;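 note: plate controls were DMSO cells for no effect and high antibiotic wells for full effect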
H1N1 NS1A inhibition: NS1A inhibition, H1N1 influenza, cell based functional assay (AID 504329) | NS1A functional cell-based assay, percent inhibition; higher % means a stronger effect | one-dose inhibition, % at 12.5 µM; IC50 in µM for titrated hits | 340,000 tested, 0.3% active; in the data active = a potency from the dose series; inconclusive = inhibition above about 27% without an active follow-up result; note: strong numbers were not always called active
M. tuberculosis HTS: M. tuberculosis growth inhibition, HTS (AID 449762) | inhibition, % at 25 µM; hits with a dose series show IC50 in µM | 330,000 tested, 0.59% active | M. tuberculosis H37Rv growth inhibition, 7H9 media; higher % means a stronger effect; in the data active = a potency from the dose series; inconclusive = inhibition above about 70% without an active follow-up result;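 note: bacterial growth assessed after seven days of incubation; strong numbers were not always called active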
inhibitors of VEEV: inhibitors of VEEV TC-83 cytopathic effect, confirmation, Vero cells (AID 588727); Vero cells, VEEV TC-83 cytopathic effect inhibition; higher % means a stronger effect; one-dose inhibition, % at 20 µM; IC50 in µM for titrated hits; 350,000 tested, 0.13% active; in the data active = a potency from the dose series; inconclusive = inhibition mostly from about 14% at the one dose, without a potency; inactive = the rest, 99 in 100 with inhibition below about 12%; note: strong numbers were not always called active
inhibitors of VEEV 10K pilot screen: second read-out of inhibitors of VEEV, no call of its own (marks repeat the call); inhibition, %; measured here: 10K pilot screen inhibition
An asterisk follows results filed as active; i = inactive; ? = inconclusive; / = no result given.

SMILES	PhoP GFP inhibition	tuberculosis growth	H1N1 NS1A inhibition	M. tuberculosis HTS	inhibitors of VEEV	others
CCN(CC(=O)N1CCN(Cc2ccccc2)CC1)S(=O)(=O)c1ccc(C)cc1	-7%	-3%	5%	-20%	i
CCc1noc(C)c1C(=O)Nc1ccccc1C(C)(C)C	-2%	-7%	-7%	-10%	i
CC(=O)Nc1cccc(/C(C)=N/N2C(C)CCCC2C)c1 (stereo not drawn)	17%	-2%	-10%	0%	0.2%
CCOC(=O)CNC(=O)N1CCCC(C(=O)c2cc(C)c(OC)c(C)c2)C1 (stereo not drawn)	-3%	12%	0%	-1%	i
CCc1nc2oc3ccccc3c(=O)c2c(=O)n1Cc1ccccc1	1%	17%	-3%	-13%	5.7%
COc1cc2c(c(OC)c1OC)-c1ccc(OC)c(=O)cc1C(NC(=O)c1ccccc1)CC2 (stereo not drawn)	/	/	-25%	/	8.1%
CCC1C(=O)C(C)(C)C(=O)OC1c1ccc([N+](=O)[O-])cc1 (stereo not drawn)	-3%	7%	-9%	0%	i
Cc1nnsc1C(=O)NNC(=O)c1ccc(C(F)(F)F)cc1	-1%	35%	-19%	1%	1.5%
COc1ccc(C(=O)O/N=C(/c2ccccc2)c2ccncc2)cc1	-2%	47%	14%	52%	1.1%
COc1ccc(CN2CCOCCOCCOCC2)cc1	-6%	0%	8%	-2%	i
CC(C)N(C(=O)Cn1c(SCC(=O)NC2CC2)nc2ccccc21)C(C)C	0%	-7%	9%	-10%	i
N#CCc1c(C#N)c(N)nc(N2CCOCC2)c1C#N	-7%	-10%	-20%	-6%	1.7%

Next part (3 carried over from the part before).
SMILES	PhoP GFP inhibition	tuberculosis growth	H1N1 NS1A inhibition	M. tuberculosis HTS	inhibitors of VEEV	others
COc1ccc(CN2CCOCCOCCOCC2)cc1	-6%	0%	8%	-2%	i
CC(C)N(C(=O)Cn1c(SCC(=O)NC2CC2)nc2ccccc21)C(C)C	0%	-7%	9%	-10%	i
N#CCc1c(C#N)c(N)nc(N2CCOCC2)c1C#N	-7%	-10%	-20%	-6%	1.7%
COc1ccc(C2=NS(=O)(=O)N(C)C(C(=O)NC(C)c3ccccc3)=C2)cc1OC (stereo not drawn)	-7%	34%	2%	-3%	4.6%
CSc1nnc(-c2cc[n+](C)cc2)n1CCO	-2%	-5%	-5%	-7%	0.6%
Cc1ccccc1NC(=O)OCc1cccnc1Sc1ccc(Cl)cc1	-1%	-1%	4%	-1%	9.2%
Clc1ccc(SCc2cc(-c3ccccc3)on2)cc1	-3%	78%	-2%	2%	4.9%
O=c1cc(C(F)(F)F)[nH]c2ccc(OC(F)(F)F)cc12	6%	?	/	3%	i
COCCC(=O)N1CCC(Oc2ccc(C(=O)N3CCCC(OC)C3)cc2)CC1 (stereo not drawn)	15%	-13%	-20%	2%	i
COC(=O)C(C)Sc1nc2c(c(=O)[nH]c(=O)n2C)n1CCC(C)C (stereo not drawn)	3%	5%	-4%	-3%	i
COc1c2c(nc3occc13)C(CC=C(C)C)(OC)C(=O)C=C2 (stereo not drawn)	4%	-5%	-1%	-12%	0.2%
O=C(c1cccc(Cl)c1)N1CCN(c2ncccn2)CC1	1%	-6%	20%	4%	0.1%
CC(=O)c1ccc(NC(=S)N2CCCC2)cc1	-10%	-13%	5%	-7%	3.8%
CC(OC(=O)C1CC1)C(=O)Nc1ncc(Cl)cc1Cl (stereo not drawn)	/	-3%	-19%	-8%	0.5%
O=C(COC(=O)c1ccc(Cl)nc1)Nc1cc(S(=O)(=O)N2CCOCC2)ccc1Cl	/	-9%	3%	0%	0.1%
COc1cc(C=C2C(=O)NC(=O)NC2=O)ccc1OCc1ccc([N+](=O)[O-])cc1	/	/	13%	/	0.8%
COc1ccc(COn2nnc3ccc(S(=O)(=O)N4CCOCC4)cc32)cc1F	3%	-8%	-4%	-8%	3.3%
CCOc1ccc(Br)c(C2(O)CC(C)N(C)CC2C)c1 (stereo not drawn)	3%	19%	-9%	-5%	i
CC1CCN(Cc2nnnn2CCCC(=O)NCCN2CCOCC2)CC1	-6%	-4%	-2%	-6%	0.9%
CC(c1ccccc1)C1NC(C(=O)O)CS1 (stereo not drawn)	-4%	-14%	3%	6%	i
Cn1c(=O)c2c(nc(N3CCOCC3)n2C/C=C/c2ccccc2)n(C)c1=O	1%	6%	/	6%	?
COCCN(C(=S)Nc1ccccc1C)C(C)c1ccco1 (stereo not drawn)	14%	-6%	-4%	1%	i
CN(Cc1c(F)cccc1Cl)C(=O)CNC(=O)c1ccc2c(c1)OCO2	0%	-7%	-5%	6%	9.4%
COc1ccc(C2CC(=O)C(CS(=O)(=O)c3ccccc3)C(=O)C2)cc1 (stereo not drawn)	6%	15%	/	-1%	1.2%
c1ccc(CN2CCN(CCOCCOc3ccc4c(c3)CCC4)CC2)cc1	5%	7%	11%	1%	i
CCOC(=O)C(C)Oc1cccc2c(=O)n(CC(=O)NCCc3ccc(OC)c(OC)c3)ccc12 (stereo not drawn)	1%	6%	0%	-3%	0.1%	inhibitors of VEEV 10K pilot screen=0.6
O=C(CN1C(=O)C2CCCCC2C1=O)OCc1nnc(-c2ccccc2)o1 (stereo not drawn)	5%	-4%	-3%	-1%	0.4%

Quoted at random: 2 entries already listed, in no set order.
SMILES	PhoP GFP inhibition	tuberculosis growth	H1N1 NS1A inhibition	M. tuberculosis HTS	inhibitors of VEEV	others
CC1CCN(Cc2nnnn2CCCC(=O)NCCN2CCOCC2)CC1	-6%	-4%	-2%	-6%	0.9%
COCCN(C(=S)Nc1ccccc1C)C(C)c1ccco1 (stereo not drawn)	14%	-6%	-4%	1%	i

(further entries)
SMILES	PhoP GFP inhibition	tuberculosis growth	H1N1 NS1A inhibition	M. tuberculosis HTS	inhibitors of VEEV	others
Cc1nn(S(=O)(=O)c2ccc(F)cc2)c(C)c1S(=O)(=O)N1CCCCC1	-2%	4%	7%	4%	0.0%
CCN(CC)S(=O)(=O)c1cc(NC(=O)CCNC(=O)c2ccccc2Cl)ccc1C	-1%	11%	-9%	-4%	5.3%
COc1ccc(N(CC(=O)NN=C2CCCC2)S(=O)(=O)c2ccccc2)cc1Cl	-1%	1%	-9%	-4%	0.5%
CCCC(C)C(=O)Nc1nc(C)c(-c2csc(Nc3ccc(Cl)cc3)n2)s1 (stereo not drawn)	-31%	31%	2%	35%	0.8%
Cc1nc2ccccc2c(=O)n1/N=C/c1ccc(O)c(O)c1O	-2%	-9%	10%	6%	2.0%
O=C(Nc1ccccn1)c1ccc(NC(=O)c2ccco2)cc1	1%	16%	9%	-1%	0.7%
COc1ccc(/C=C2\SC(N3CCCCC3)=NC2=O)cc1OC	-3%	3%	-2%	2%	2.0%
COCCNC(=O)c1ccccc1NC(=O)c1cccc([N+](=O)[O-])c1C	-2%	10%	-9%	3%	0.3%
Cc1ccc(C)c(-n2nnnc2SCC(=O)c2ccc3c(c2)NC(=O)CO3)c1	-2%	2%	-1%	/	6.4%	inhibitors of VEEV 10K pilot screen=5.3
CC1(C)Cc2c(C#N)c(N)sc(=S)c2CO1	-18%	7%	-1%	9%	i
CC(SC1CCCC1)C(=O)Nc1ccnn1C(C)C (stereo not drawn)	-5%	9%	-6%	-7%	i
CCCNC(=O)Cn1c(=O)n(CC(=O)N2CCCCC2)c(=O)c2sccc21	0%	25%	8%	-1%	1.6%
COc1ccnc(Oc2ccc3ccccc3c2)c1C#N	-14%	-10%	-17%	7%	2.7%
CCn1c(SCC(=O)Nc2ncc(C(F)(F)F)cc2Cl)nnc1-c1cccc(C)c1	-5%	45%	-13%	-2%	1.1%
CC(CN1CCCC1)OC(=O)Cc1ccc(Cl)cc1 (stereo not drawn)	-6%	32%	4%	-2%	i
Cc1ccn2cc(CNC(=O)c3ccc(Br)o3)nc2c1	12%	62%	4%	0%	i	inhibitors of VEEV 10K pilot screen=1.3
Cc1cc(C)n(CC(=O)NNC(=O)C2CC(=O)N(Cc3ccccc3Cl)C2)n1 (stereo not drawn)	-8%	-16%	-7%	-8%	4.0%
Cc1ccc(S(=O)(=O)N2CCN(C(=O)COC(=O)CNC(=O)c3ccccc3F)CC2)c(C)c1	/	/	-2%	/	1.7%
CC/C(=N\NC(=S)Nc1cc(C)ccc1C)c1ccc(OC(F)F)cc1	-2%	68%	3%	?	i
Cc1ccc(/C(COc2ccccc2O)=N\O)cc1	-17%	7%	8%	-7%	1.3%
O=C(CCN1C(=O)S/C(=C\C=C\c2ccccc2)C1=O)Nc1ccc(O)cc1	-9%	28%	-2%	7%	i
COc1ccc(N(C(=O)c2ccco2)S(=O)(=O)c2ccc(F)cc2)cc1	4%	-1%	4%	2%	0.4%
CN1C(=O)N(C)C2(C)CC1(C)N(C)C(=O)N2C	-13%	-17%	17%	-4%	1.1%
CCN(CC)C(=O)COCc1cc(-c2ccc3c(c2)OCO3)on1	2%	-6%	1%	6%	0.4%
COC(=O)NNC(=O)C1CCC(C)CC1 (stereo not drawn)	-5%	-21%	0%	0%	1.5%
CCOC(=O)Cn1ncc2c3ccccc3n(CC(=O)OCC)c2c1=O	0%	-10%	-9%	-2%	i
O=C(Cn1nc(C(=O)O)c2ccccc2c1=O)Nc1ccc2c(c1)OCO2	11%	-23%	-22%	-11%	2.7%
COc1ccccc1Oc1cn[nH]c1-c1ccc(O)cc1O	-6%	-5%	-3%	6%	i
COc1ccc(CN(C(=O)c2ccco2)C2CC(C)N(C)CC2C)cc1 (stereo not drawn)	0%	35%	5%	0%	0.7%
Cc1cccc(S(=O)(=O)N2CN(Cc3ccco3)c3nc4ccccc4nc32)c1	2%	10%	-18%	0%	7.7%
O=C(c1ccc2c(=O)n3c(nc2c1)CCCCC3)N1CCc2ccccc21	15%	6%	-7%	5%	1.6%
CC(C)N(C(=O)COC(=O)c1ccc(O)cc1)C(C)C	-6%	0%	-9%	3%	0.6%
CC(C)c1nnc(NC(=O)CCC(=O)NC2CCCCCCC2)s1	-7%	17%	6%	1%	3.7%
CSc1nc(O)c(C(c2ccc(OC(C)C)cc2)c2c(O)nc(SC)[nH]c2=O)c(=O)[nH]1	7%	-6%	12%	37%	0.5%
Cc1cc(C)cc(N(CC(=O)NC2CC3CCC2C3)S(C)(=O)=O)c1 (stereo not drawn)	7%	0%	-5%	-6%	1.3%
CCn1nc(NS(=O)(=O)c2ccccc2[N+](=O)[O-])c2cc3cccc(C)c3nc21	3%	14%	1%	0%	i

Part of the list above in order of count of non-hydrogen atoms, ascending.
SMILES	PhoP GFP inhibition	tuberculosis growth	H1N1 NS1A inhibition	M. tuberculosis HTS	inhibitors of VEEV	others
Cc1cc(C)cc(N(CC(=O)NC2CC3CCC2C3)S(C)(=O)=O)c1 (stereo not drawn)	7%	0%	-5%	-6%	1.3%
CCOC(=O)Cn1ncc2c3ccccc3n(CC(=O)OCC)c2c1=O	0%	-10%	-9%	-2%	i
CSc1nc(O)c(C(c2ccc(OC(C)C)cc2)c2c(O)nc(SC)[nH]c2=O)c(=O)[nH]1	7%	-6%	12%	37%	0.5%

Further results
SMILES	PhoP GFP inhibition	tuberculosis growth	H1N1 NS1A inhibition	M. tuberculosis HTS	inhibitors of VEEV	others
CCC(Sc1nc(N)cc(=O)[nH]1)C(=O)NC(C(=O)OC)c1ccccc1 (stereo not drawn)	-24%	9%	/	-4%	/
CC(=O)Nc1ccc(S(=O)(=O)NC(C)C(=O)NCCc2ccc(F)cc2)cc1 (stereo not drawn)	-7%	0%	10%	0%	1.1%
COc1ccc2[nH]cc(CCNC(=O)CS(=O)(=O)Cc3ccccc3)c2c1	-1%	-18%	2%	-4%	1.2%
C=CCN(CC=C)C(=O)c1ccc(OC2CCN(C(C)=O)CC2)c(OC)c1	-1%	-6%	18%	0%	i
O=C(CN1C(=O)NC2(CCOc3ccccc32)C1=O)Nc1ccc(F)c(F)c1F (stereo not drawn)	12%	-2%	3%	-1%	0.7%
Cc1ccc(CCNC(=O)c2cc(-c3ccncc3)nc3ccccc23)cc1	14%	7%	-10%	12%	8.4%
Cc1cccn2cc(-c3ccc(F)cc3)cc12	1%	0%	-6%	2%	0.8%	inhibitors of VEEV 10K pilot screen=1.0
COc1ccc(S(=O)(=O)c2c(O)c3ccc(C(=O)Nc4ccccc4Cl)cc3[nH]c2=O)cc1	-36%	3%	3%	6%	0.5%
CC(C)(C)c1ccc(CCC2OCC(CN3CCOCC3)O2)cc1 (stereo not drawn)	-5%	7%	2%	-2%	0.1%
Cc1nn(Cc2ccccc2Cl)c(C)c1C(=O)NC1CCCc2ccccc21 (stereo not drawn)	-7%	3%	-5%	11%	i
COc1ccc(NC(=O)CSc2ncccn2)cc1S(=O)(=O)N1CCCCC1	/	1%	7%	-2%	i
